High-throughput results from PubChem BioAssay.
HGIII-sPLA2 inh: human group III sPLA2 inhibitors, primary screen, biochemical, QFRET, BODIPY PC-A2 liposome substrate; inhibition, % at 12.2 µM; QFRET BODIPY PC-A2 liposome hydrolysis, fluorescence; Group 3 secretory phospholipase A2 (Homo sapiens), Q9NZ20; 0.56% of 370,000 active; AID 743126, 2013;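 active = inhibition above mean plus 3 SD of compounds lying within the high and low control bounds, cut at about 19% in these data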;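 also: 0% = median of test compound wells and 100% = no enzyme DMSO wells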
PLCb3 inh: human PLC-beta3 inhibitors, primary screen, biochemical, fluorescence; 1-phosphatidylinositol 4,5-bisphosphate phosphodiesterase beta-3 (Homo sapiens), Q01970; Purified PLC-beta3, fluorogenic substrate; inhibition, % at 12.2 µM; 0.18% of 370,000 active; AID 720704, 2013; in the data active = inhibition above about 11%;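 also: 0% = median of compound wells on plate and 100% = full blocker control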
Target sequence (Q01970 whole entry, looked up): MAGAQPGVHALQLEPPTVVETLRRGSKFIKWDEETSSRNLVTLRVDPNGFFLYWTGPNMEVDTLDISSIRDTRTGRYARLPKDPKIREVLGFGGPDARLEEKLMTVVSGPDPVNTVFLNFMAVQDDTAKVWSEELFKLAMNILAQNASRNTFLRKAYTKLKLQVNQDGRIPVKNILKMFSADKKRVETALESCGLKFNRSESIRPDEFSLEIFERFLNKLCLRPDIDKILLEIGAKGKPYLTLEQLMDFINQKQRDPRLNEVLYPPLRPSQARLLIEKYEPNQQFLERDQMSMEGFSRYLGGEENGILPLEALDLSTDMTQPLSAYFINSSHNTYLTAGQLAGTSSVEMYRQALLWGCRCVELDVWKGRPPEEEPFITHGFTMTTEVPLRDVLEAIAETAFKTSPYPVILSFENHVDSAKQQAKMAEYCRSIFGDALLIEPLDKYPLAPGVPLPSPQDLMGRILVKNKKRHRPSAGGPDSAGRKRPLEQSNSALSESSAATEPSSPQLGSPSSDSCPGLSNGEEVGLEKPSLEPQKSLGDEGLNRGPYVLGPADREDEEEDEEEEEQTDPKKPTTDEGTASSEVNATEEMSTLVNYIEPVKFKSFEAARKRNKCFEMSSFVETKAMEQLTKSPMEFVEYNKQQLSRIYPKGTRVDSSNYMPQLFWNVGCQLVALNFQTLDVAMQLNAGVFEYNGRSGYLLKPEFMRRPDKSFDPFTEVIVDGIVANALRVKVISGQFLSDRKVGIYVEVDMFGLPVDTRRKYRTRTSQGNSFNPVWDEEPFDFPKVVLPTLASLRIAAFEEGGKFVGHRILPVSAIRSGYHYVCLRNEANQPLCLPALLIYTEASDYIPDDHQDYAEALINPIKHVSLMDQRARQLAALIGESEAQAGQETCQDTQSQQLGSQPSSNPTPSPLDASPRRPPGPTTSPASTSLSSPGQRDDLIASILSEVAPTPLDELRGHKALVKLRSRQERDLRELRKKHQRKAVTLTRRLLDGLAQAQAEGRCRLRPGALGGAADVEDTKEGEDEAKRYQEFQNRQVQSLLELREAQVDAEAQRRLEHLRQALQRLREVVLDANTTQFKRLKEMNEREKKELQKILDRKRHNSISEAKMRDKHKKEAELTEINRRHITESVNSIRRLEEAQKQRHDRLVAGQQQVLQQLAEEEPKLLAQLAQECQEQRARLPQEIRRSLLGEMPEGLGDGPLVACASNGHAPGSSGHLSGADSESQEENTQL
ssDAF-12 act: S. stercoralis DAF-12 nuclear receptor activators, primary screen, cell-based, luminescence, HEK293, GRIP1 co-expression, lit1-tk-luc. activation, % at 6.8 µM. HEK293 ssDAF-12/GRIP1 lit1-tk-luc reporter; % of 3 µM dafachronic acid response. 1% of 370,000 active. Nuclear hormone receptor DAF-12 (Strongyloides stercoralis);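 active = activation above the mean over all tested compounds plus 3 SD, cut at about 0.9% in these data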;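 also: 0% = DMSO-only wells and 100% = 3 µM delta7-dafachronic acid wells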
DAX1 inh-1: DAX1 (NR0B1) inhibitors, primary screen, cell-based, HEK293, Gal4-DAX1, luciferase luminescence; Nuclear receptor subfamily 0 group B member 1 (Homo sapiens), P51843; HEK293 Gal4-DAX1 luciferase reporter; inhibition, % at 6.75 µM; 0.99% of 340,000 active; AID 504766, 2011;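 active = inhibition above the mean over all tested compounds plus 3 SD, cut at about 4.2% in these data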;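 also: 0% = DAX1-transfected cells with DMSO and 100% = empty-vector control cells with DMSO; inhibition shows as a rise in luminescence from relieved DAX1 repression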
GAA850 FXN act: FXN promoter activators, primary screen, cell-based, luciferase luminescence, HEK293 lucGAA850; activation, % at 6 µM; 0.56% of 360,000 active; HEK293 lucGAA850 FXN promoter luciferase reporter, 24 h; percent of 10 µM SAHA response;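 active = activation above the average of all compounds screened plus 3 SD, cutoff fixed separately per campaign, cut at about 7.5% in these data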;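 also: 0% = DMSO wells and 100% = 10 µM SAHA wells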
ADAM10 inh: human ADAM10 inhibitors, primary screen, biochemical, QFRET, HTS. inhibition, % at 7 µM. Disintegrin and metalloproteinase domain-containing protein 10 (Homo sapiens), O14672. recombinant ADAM10, EDANS/DABCYL FRET peptide cleavage, 3 h. 0.62% of 370,000 active;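 active = inhibition above a per-campaign cutoff equal to the mean of compounds falling between control-based bounds plus 3 SD, cut at about 20% in these data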;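 also: 0% = DMSO wells while the 100% control is not disclosed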
hcDAF12 agonist: H. contortus DAF-12 nuclear receptor activators, primary screen, cell-based, luminescence, HEK293, lit1-tk-luc reporter | HEK293 hcDAF-12 lit1-tk-luc reporter; 0% DMSO, 100% Δ7-dafachronic acid | activation, % at 6.8 µM | 1.4% of 370,000 active;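 active = activation above the mean of all tested compounds plus 3 SD, cut at about 5.5% in these data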;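 also: 100% = response to 3 µM Δ7-dafachronic acid high control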
DAX1 inh-2: DAX1 (NR0B1) inhibitors on StAR promoter, primary screen, cell-based, luminescence, SF-1 (NR5A1), full-length DAX-1; HEK293T StAR-luciferase reporter, SF-1/DAX-1 repression relief; inhibition, % at 6.8 µM; 1.1% of 370,000 active; AID 652010, 2013;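 active = inhibition above the mean over all tested compounds plus 3 SD, cut at about 3.6% in these data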;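 also: 0% = DAX-1 cells with DMSO and 100% = cells lacking DAX-1 with DMSO; higher inhibition means more luminescence from relief of DAX-1 repression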
ADAM17 inh: ADAM17 inhibitors, primary screen, biochemical, QFRET | Disintegrin and metalloproteinase domain-containing protein 17 (Homo sapiens), P78536 | recombinant ADAM17, EDANS/DABCYL FRET peptide cleavage | inhibition, % at 6.95 µM | 0.83% of 370,000 active;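 active = inhibition above the mean of compounds lying between control limits plus 3 SD, set per campaign, cut at about 8.5% in these data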;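 also: 0% = DMSO-only wells as the low control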
hgDAF-12 ag: H. glycines DAF-12 receptor agonists, primary screen, cell-based, luminescence, HEK293, GAL4 fusion, UAS-luciferase; Nuclear hormone receptor DAF-12 (Heterodera glycines), GAL4 fusion; HEK293 GAL4-hgDAF12 UAS-luciferase reporter, agonist luminescence; normalized to butyrate control; activation, % at 6.8 µM; 1.8% of 370,000 active;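 active = activation above a cutoff set at the mean of all screened compounds plus 3 SD, cut at about 10% in these data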;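 also: 0% = DMSO wells and 100% = sodium butyrate wells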
PLC-gamma1 inh: PLC-gamma1 enzyme inhibitors, primary screen, biochemical, fluorescence, purified enzyme. 1-phosphatidylinositol 4,5-bisphosphate phosphodiesterase gamma-1 (Homo sapiens), P19174. fluorogenic substrate. inhibition, % at 12.2 µM. 0.84% of 370,000 active. AID 720700, 2013; in the data active = inhibition above about 9.5%
An asterisk follows results filed as active; . = not tested or not shown.

SMILES	HGIII-sPLA2 inh	PLCb3 inh	ssDAF-12 act	DAX1 inh-1	GAA850 FXN act	ADAM10 inh	hcDAF12 agonist	DAX1 inh-2	ADAM17 inh	hgDAF-12 ag	PLC-gamma1 inh
O=C(Cn1c(C(F)(F)F)nc2ccccc21)NCCN1CCCC1	3	-1	-0.9	1.8	-2.8	0	1.7	0.0	0	-0.7	0
O=C(CNCc1ccccc1)Nc1cccc(Cl)c1Cl	-2	-5	-1.4	0.5	2.0	5	1.1	-0.3	4	-2.0	3
CCCCn1c(N)c(N(CC(C)C)C(=O)c2ccc([N+](=O)[O-])o2)c(=O)[nH]c1=O	-3	-27	-1.2	0.6	0.1	-56	2.9	-1.4	-17	2.4	-21
Cc1ccccc1NCC(=O)N/N=C/c1ccc[nH]1	7	1	-1.5	.	.	-4	-2.6	.	-5	0.2	-1
COCCN1Cc2cccc(C(=O)Nc3cc(OC)ccc3OC)c2C1=O	2	-5	-1.2	0.2	2.6	5	-1.6	-1.1	-4	0.4	-2
Cc1ncc(CN2CCN(C(C)C)C(CCO)C2)s1 (stereo not given)	0	-3	-1.6	0.6	1.8	-8	0.4	-0.7	-3	-2.3	-1
CCN1CCN(C(=O)c2cc(S(=O)(=O)Nc3ccc(S(C)(=O)=O)cc3)ccc2Cl)CC1	0	-3	-1.2	2.3	-0.1	-5	-0.3	0.1	-4	-0.1	2
C/C(CCc1ccccc1)=N\NC(=O)c1ccccc1	5	-1	0.1	1.4	4.3	2	1.0	1.9	0	14*	3
CCn1cc(C=C2C(=O)c3ccccc3C2=O)c2ccccc21	-5	0	0.3	0.1	0.9	-1	2.7	0.4	-1	1.6	-5
CC(C)C(=O)OCC(=O)Nc1ccc2c(c1)CCC2	6	5	-1.2	0.0	1.7	3	0.0	0.4	1	1.4	2
Cc1cccc(OCC(=O)Nc2cccc(O)c2)c1	-13	2	-0.7	1.6	-3.2	-6	0.7	2.2	0	6.4	1
COc1ccccc1C(=O)NNC(=S)NC(=O)c1ccco1	12	8	-0.4	-0.3	-2.4	7	1.6	-0.4	2	-1.9	5
Cc1ccc(CC(=O)N(C)CC(=O)Nc2ccc(N3CCOCC3)cc2)cc1C	7	-11	-1.1	0.6	-0.4	-8	-1.5	0.9	-3	-1.4	0
Cc1ccc(-c2nc3c(Cl)cc(C(F)(F)F)cn3c2Cc2cccc(F)c2)cc1	-7	-1	0.5	.	.	-2	2.4	0.3	-4	4.2	-4
Oc1ccccc1C1=Nc2ccccc2N=C(c2cccs2)C1	-15	-491	-1.7	-0.5	2.6	-31	-1.5	-1.9	-14	-2.9	-362
CCOc1nc(Nc2ccc(OC)cc2)nc(N2CCOCC2)n1	1	-3	-1.5	0.2	-1.9	-2	-1.9	-0.6	-5	0.9	1
C=CCOc1ccc(C2NC(=S)NC3=C2CCc2ccccc23)cc1 (stereo not given)	11	-13	-0.5	2.9	0.8	-14	1.3	-0.4	-1	-1.4	-6
COC(=O)C(Nc1ccccc1Cl)(c1cc(C)c(O)c(C)c1)C(F)(F)F (stereo not given)	-30	0	-1.0	-0.9	-4.6	30*	-2.3	-0.7	13*	0.1	-4
NNC(=O)c1cccc(Cn2cc(Br)c([N+](=O)[O-])n2)c1	0	-7	-0.8	0.0	-0.1	0	-0.3	-0.1	-4	1.3	-4
FC(F)(F)c1cccc(-n2cccc2/C=N/n2cnnc2)c1	-2	3	-1.6	-0.3	1.1	0	-1.5	0.0	-5	-0.4	1
COC(=O)c1ccc2nc(-c3ccc(OC)c(OC)c3)c(Cc3ccc(C)cc3)n2c1	-14	-237	-0.9	.	.	-90	0.1	-1.7	-31	-1.6	-172
C[C@@H]1[C@H](c2ccccc2)Oc2ccc(Cl)cc2S(=O)(=O)N1CC1CCCN1C(=O)OC(C)(C)C (stereo not given in full)	-3	-2	-0.7	0.7	-1.3	7	1.8	3.3	5	-1.3	5
CC(CC(=O)NCc1ccccc1)C1CCCO1 (stereo not given)	3	4	-1.1	0.2	1.5	5	0.1	1.3	-5	5.5	2
COc1ccc(C(=O)C[C@@H]2OC3CCCCC3N2S(=O)(=O)c2ccc(C)cc2)cc1OC (stereo not given in full)	1	-1	0.0	.	.	-11	-2.4	0.9	-2	1.3	1
CSCCC(NC(=O)c1ccccc1Cl)C(=O)N1CC(C)OC(C)C1 (stereo not given)	11	2	-1.2	0.2	3.0	-13	-1.4	-1.5	1	1.6	1
CC(=O)Nc1ccc(S(=O)(=O)Nc2ccc(NC(=O)c3ccco3)cc2)cc1	-2	0	-1.8	0.8	0.8	5	-0.7	-0.1	-3	0.7	0
O=C(c1ccc(F)cc1)N1CCC(C(=O)N2CCN(c3ncccn3)CC2)CC1	6	4	-0.9	0.4	-0.2	-11	0.0	0.7	-2	0.1	0
CC(=O)c1cccc(NC(=O)c2ccc(-n3cncn3)c3ccoc23)c1	1	2	-0.6	.	4.0	1	-0.2	1.5	4	4.9	9
COc1ccccc1NC(=O)COc1ccc(-c2nn(C)c(=O)c3ccccc23)cc1	6	-12	-1.4	0.3	0.9	7	-3.0	-0.4	-4	-1.5	-1
Nc1nc(-c2ccc3c(c2)OCCO3)c(CC(=O)O)s1	1	-28	-1.1	0.2	-0.3	-10	-0.9	0.1	-8	1.0	-17
COc1cc(OC)nc(Oc2cccc(C(F)(F)F)c2)n1	-3	0	-0.4	-1.5	2.2	3	-0.5	0.5	-2	-1.1	5
Cc1ccc(NC(=O)CN2C(=O)C3CC=C(Cl)CC3C2=O)cc1 (stereo not given)	-3	-20	-0.5	-1.6	2.7	-6	-1.3	-0.1	-1	0.7	-17
Cn1ncc(Cl)c1C(=O)N/N=C/c1cccc(OC2CSC2)c1	18	-4	-1.1	-0.6	0.7	-2	0.3	-0.1	1	0.4	0
CCOC(=O)C1=C(N)OC2=C(C(=O)CCC2)C1c1ccccc1OCC (stereo not given)	3	-1	-0.7	-0.1	-1.1	1	-0.7	1.3	0	2.5	1
COc1ccccc1N1CCN(C2CC(=O)N(c3ccc(F)cc3)C2=O)CC1 (stereo not given)	-1	-4	-0.8	1.1	0.1	0	0.5	0.3	-3	-0.6	0
C#CCOCCOCCOCCNc1nc(N2CCN(C(=O)Cn3cc(CCCCN)nn3)CC2)nc(N2CCN(C(=O)[C@H]([C@@H](C)CC)n3cc(CCCN=C(N)N)nn3)CC2)n1	-3	2	-1.1	1.1	-2.8	0	-0.3	-0.6	-3	0.9	3
N#Cc1cccc(C2CC(OCCF)=CC(=O)O2)c1 (stereo not given)	11	3	-0.6	.	.	1	-2.2	-0.6	3	2.4	-1
O=C1C(C=Nc2ccccc2)=C(O)c2ccccc21	2	-3	1.8*	-0.6	1.0	4	16*	4.5*	-2	13*	-1
COc1ccc(S(=O)(=O)N[C@H](C(=O)N2CC[C@@]3(O)CCCC[C@H]3C2)c2ccccc2)cc1	-9	0	-1.0	-1.4	3.4	0	-1.7	-0.3	-1	-0.2	6
CC(C)=CCOc1ccc([C@@H]2COc3c(ccc4c3C=CC(C)(C)O4)C2)c(O)c1	-4	4	-1.4	-3.6	-0.9	-6	-2.8	-2.1	2	1.0	5
COc1ccc(-c2c(C)nn3c(N4CCN(Cc5ccccc5)CC4)cc(C)nc23)cc1OC	1	-5	-1.8	-1.2	1.6	-2	-1.3	0.4	2	0.8	-1
COc1ccc(S(=O)(=O)N(CC(=O)Nc2ccc(S(=O)(=O)N3CCOCC3)cc2)c2ccccc2)cc1	-36	2	-1.3	-0.7	1.7	24*	-2.9	-0.8	8	-0.5	6
CCCC[C@@H]1CCCO[C@@](C(=O)NCc2cc(C)n(C)n2)(C(F)(F)F)C1	2	2	-1.8	-0.4	0.3	-1	-2.3	-0.5	0	1.5	-1
CC(C)C[C@H](NC(=O)c1cc2cc(Cl)ccc2n1C)C(=O)N1CCC[C@H]1C(=O)O	-1	1	-1.3	0.1	1.9	-13	-1.6	0.8	-4	1.1	1
O=C(c1ccccc1)c1nc2ccccc2n(CCCn2c(=O)c(C(=O)c3ccccc3)nc3ccccc32)c1=O	-11	-14	-1.6	0.1	-8.1	10	-2.4	-0.8	3	-2.9	-7
Cn1c(SCC(=O)NC2CC2)nnc1-c1ccccc1	3	-2	0.0	-0.1	1.3	-7	-0.9	-1.8	-1	-0.2	2
Fc1ccc(NCc2nnc(SCc3nnc(-c4ccccc4)o3)n2Cc2ccccc2)cc1	-25	-6	-1.5	-2.6	0.6	-1	-3.0	-0.9	0	-5.2	0
Cc1cc(C)c(S(=O)(=O)c2ccccc2)c(OC(=O)c2cc(F)c(F)cc2Cl)n1	2	-3	-0.7	1.4	0.0	-4	3.5	-0.7	-6	0.1	-1
COCc1[nH]nc2c1C(c1cccc(OC)c1)C(C#N)=C(N)O2 (stereo not given)	4	-2	-0.6	1.0	-1.8	-1	-1.6	-0.6	-2	-0.1	-2
CCOC(=O)C1=C(C)NC(=S)NC1C (stereo not given)	1	3	-0.1	-0.2	3.2	12	0.7	0.4	1	1.2	6
CN(C)c1nc(C(F)(F)F)cc(=O)[nH]1	2	0	-2.0	-1.0	0.6	-3	0.3	0.0	-2	-3.7	-1
Cc1ccc(C2(CC(=O)O)CCOC(C)(C)C2)cc1 (stereo not given)	-2	6	-1.1	-1.1	-2.4	9	-0.9	0.3	0	4.2	6
C=CC[C@@H](Cc1ccc(F)cc1)C(=O)OC[C@@H]1CCCN1C(=O)[C@H](CC=C)CC(=O)N[C@H](CO)Cc1ccccc1	-49	12*	-1.5	-1.6	-4.7	16	-0.8	-0.8	15*	-6.7	9.7*

Retrieved by compound from above, two records:
SMILES	HGIII-sPLA2 inh	PLCb3 inh	ssDAF-12 act	DAX1 inh-1	GAA850 FXN act	ADAM10 inh	hcDAF12 agonist	DAX1 inh-2	ADAM17 inh	hgDAF-12 ag	PLC-gamma1 inh
CCOC(=O)C1=C(C)NC(=S)NC1C (stereo not given)	1	3	-0.1	-0.2	3.2	12	0.7	0.4	1	1.2	6
Cc1cc(C)c(S(=O)(=O)c2ccccc2)c(OC(=O)c2cc(F)c(F)cc2Cl)n1	2	-3	-0.7	1.4	0.0	-4	3.5	-0.7	-6	0.1	-1
